From PubChem
KB-V1 MDR tox – kills drug-selected multidrug resistant KB-V1 cells; KB-V1 MDR cells viability, CellTiter-Glo, 72 h; Potency, µM (highest dose often 46.1 µM), for inactives: at the top dose activity change, negative = cytotoxicity, hits mostly cytotoxic; actives 3.4% (n = 400,000); AID 1347076; further: potency means the concentration at half of the fitted maximal effect; on the % scale 0 is the no-effect control and ±100 the full control effect; nearly all actives have a fitted effect of over 60% in size
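Following 72 h at 37 degrees C with compound, KB-V1 cell viability was read by CellTiter-Glo luminescence, medium being phenol-red-free DMEM plus 10% FBS; concentration-response parameters came from normalized, curve-fitted qHTS data.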
HEK293 tox – cytotoxic in the GLP-1 receptor inverse agonist counter-screen. HEK293 cAMP-luciferase reporter cells, luminescence, 24 h. Potency, µM (series often up to 38.3 µM), for inactives: top-dose activity change, negative = inhibition, most hits filed as inhibitors. actives 0.13% (n = 410,000);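 further: loss of luciferase light is scored as toxicity; potency means the concentration at half of the fitted maximal effect; on the % scale 0 is the no-effect control and ±100 the full control effect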
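Step one: seed cells (200 cells/uL, DMEM with 10% Nu serum, 1% pen-strep). Step two: 12-hour incubation at 37 deg C. Step three: pin 23 nL compound, incubate 24 hr. Step four: add luciferase reagent, read luminescence 12 min later.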
HT1080 IDH1KD tx – HT-1080 IDH1 knockdown cell toxicity (counter line). HT-1080 IDH1 knockdown viability, ATP luminescence, 48 h. Potency, µM (highest dose often 46.1 µM), for the others: at the highest dose activity, negative = toxicity, usual class: cytotoxic. actives 2% (n = 360,000). AID 686971;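 further: potency means the concentration at half of the fitted maximal effect; 0% = DMSO wells and -100% = cell-free medium wells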
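Cytotoxicity counter-line: IDH1KD HT-1080, 48 h, CellTiter-Glo. Curves classed by r2, magnitude and activity.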
KB-3-1 cytotox – kills parental KB-3-1 adenocarcinoma cells; actives 1.4% (n = 400,000); AID 1347075; KB-3-1 viability, CellTiter-Glo ATP luminescence, 72 h; Potency, µM (highest dose often 46.1 µM), for inactives: at the top dose activity change, negative = cytotoxic, hits mostly cytotoxic; further: potency means the concentration at half of the fitted maximal effect; on the % scale 0 is the no-effect control and ±100 the full control effect; nearly all actives have a fitted effect of over 60% in size
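Viability of parental KB-3-1 cells, measured by CellTiter-Glo luminescence, followed a 72 h incubation at 37 °C with pinned compounds in phenol-red-free DMEM containing 10% FBS.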
DRD3 agonist – agonists of human D3 dopamine receptor | P35462 | D3R DiscoveRx beta-arrestin cells, luminescence, 90 min | max activation, % | actives 0.58% (n = 410,000) | AID 652048; in the data active means max activation above about 30%; further: 0% is about no effect; mostly tested at two doses, the higher about 12 µM
Target sequence (P35462 whole entry, looked up): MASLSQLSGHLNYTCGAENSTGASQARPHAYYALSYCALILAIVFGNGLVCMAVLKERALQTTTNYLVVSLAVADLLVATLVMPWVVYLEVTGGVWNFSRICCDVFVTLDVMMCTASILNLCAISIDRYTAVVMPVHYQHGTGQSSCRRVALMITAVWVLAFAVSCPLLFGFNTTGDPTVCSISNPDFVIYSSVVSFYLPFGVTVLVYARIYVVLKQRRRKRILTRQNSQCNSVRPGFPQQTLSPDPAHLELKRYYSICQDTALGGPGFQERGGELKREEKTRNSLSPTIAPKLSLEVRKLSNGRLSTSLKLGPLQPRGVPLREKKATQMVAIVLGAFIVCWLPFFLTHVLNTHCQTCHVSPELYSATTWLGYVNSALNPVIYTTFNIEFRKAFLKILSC
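Agonist-mode cell screen: cells plated at 1500/well and incubated overnight at 37 °C, then exposed to library compounds for 90 min at 37 °C. Detection reagent was added for 30–60 min at room temperature, and luminescence was read.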
HT1080NT lethal – kills 2HG-producing HT-1080-NT fibrosarcoma cells; HT-1080-NT fibrosarcoma viability, CellTiter-Glo ATP luminescence, 48 h; Potency, µM (series often up to 46.1 µM), without a hit: at the highest dose activity, negative = less viability, most hits filed as cytotoxic; actives 1.6% (n = 360,000); AID 686970;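 further: NT is the 2HG producing partner of a matched IDH1 knockdown line; potency means the concentration at half of the fitted maximal effect; 0% = DMSO-treated cells and -100% = media-only wells without cells; nearly all actives have a fitted effect of over 55% in size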
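Fibrosarcoma NT cells, 750 per well in 5% FBS RPMI, were exposed to compound for 48 hours. Viability: CellTiter-Glo luminescence.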
IL-1B inflam inh – blocks inflammasome-driven IL-1 beta release; activity change, % at 57.5 µM; actives 4.7% (n = 360,000); THP-1 LPS/ATP IL-1B secretion, AlphaLISA, 16 h; stronger effect = lower value; in the data active means activity change below about -50%; inconclusive means mostly about -30% to -49%; further: on the % scale 0 is the no-effect control and ±100 the full control effect
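THP-1 cells pretreated 1 hr with compounds (up to 57.5 uM final), then stimulated with LPS (250 ng/mL final) plus ATP (1.25 mM final); secreted IL-1B measured by AlphaLISA after 16 hr, decreased signal indicating inhibition.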
MCF10A rereplic – inducers of DNA re-replication in MCF 10A breast cells. MCF 10A DNA re-replication, Hoechst nuclear intensity, 48 h. Potency, µM (doses to about 46.1 µM), inactives show at the highest dose activity, positive = re-replication, usual class: activators. actives 2.9% (n = 350,000). AID 624296; further: potency means the concentration at half of the fitted maximal effect; % of control where 0% means no effect; nearly all actives have a fitted effect of over 50% in size
SW480 rereplic – DNA re-replication induction in SW480 cells. actives 1.8% (n = 340,000). SW480 DNA re-replication, Hoechst DNA content imaging, 48 h. Potency, µM (series often up to 46.1 µM), for inactives: at the highest dose re-replication activation, actives largely listed as activators. AID 624297; further: potency means the concentration at half of the fitted maximal effect; % of control where 0% means no effect; nearly all actives have a fitted effect of over 55% in size
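Readout is total intensity of Hoechst-stained nuclei, excited at 405 nm and collected at 500-530 nm. Compound treatment lasted 48 hr at 37 C in 5% CO2 before staining.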
* = called active by the depositor; i = inactive; ? = inconclusive; . = no result given; & = joins results of further samples; [ ] = remark or other dose. Unless noted, the call rests on the fitted dose curve; in most records, active means well fitted curve in the direction sought with a large enough effect; inconclusive means small, poorly fitted or top-dose-only effect, or another doubt; inactive means no such curve, though single readings can be large; an effect the other way counts as inactive or inconclusive.

SMILES	KB-V1 MDR tox	HEK293 tox	HT1080 IDH1KD tx	KB-3-1 cytotox	DRD3 agonist	HT1080NT lethal	IL-1B inflam inh	MCF10A rereplic	SW480 rereplic
Cc1ccc(C(=O)N2CCN(c3ccc(NC(=S)NC(=O)c4cccs4)cc3)CC2)cc1	-16%	-8%	-4%	?	1	-14%	-55*	?	10µM*
Cc1ccc(-c2nc(SCC(=O)Nc3cc(C)on3)c3c(=O)n(C)c(=O)n(C)c3n2)cc1	?	2%&7%	1%	-10%&-2%	-17&5	-2%	0	-4%	-4%
COc1ccc2[nH]c3c(c2c1)CCN1C(=O)C(CC(=O)NCCCn2ccnc2)C[C@H](C(=O)N2CCCCC2)[C@@]31CCc1ccccc1 (stereo partly specified)	9%	-2%	-5%	-4%	-5	1%	-6	?	-18%
CCC(Oc1ccc(Br)cc1)C(=O)N1CCN(c2ncccn2)CC1 (stereo unspecified)	?	3%	1%	?	-11	-4%	-15	8%	4%
C(=C\c1ccccc1)/CSc1ccccn1	0%	-19%	24%	1%	-5	4%	-13	-32%[inhibitor]	-25%
COCCN(C(=O)c1csnn1)C(C(=O)NC1CCCCC1)c1ccc(Cl)cc1 (stereo unspecified)	-1%	-15%	1%	?	15	-3%	3	6%	3%
CSCC[C@H](NC(=O)c1ccc(Cl)c(S(=O)(=O)N2CCCC2)c1)c1nc2ccccc2[nH]1	0%	5%	?	7%	-15	?	-30	-26%	?
CC(Sc1nc2sccc2c(=O)n1-c1ccccc1)C(N)=O (stereo unspecified)	5%	-2%	0%	4%	5	2%	48	-48%[inhibitor]	-82%[inhibitor]
Cc1ccc2nc(NC(=O)CN3C(=O)NC4(CCCC4)C3=O)sc2c1	-12%	-7%	-9%	-1%	-10	-10%	2	9%	?
CC(=O)c1ccc(NC(=O)/C=C/c2ccc(C)cc2)cc1	-13%	-11%	-9%	0%	-13	0%	?	-1%	2%
COC(=O)c1cc(C(=O)OCC(=O)Nc2cc(C)on2)cc([N+](=O)[O-])c1	-14%	1%	5%	-1%	7	5%	7	0%	-4%
CCOC(=O)N1CCN(c2c(NCCc3ccccc3)c(=O)c2=O)CC1	?	-5%	15%	1%	3	-1%	56	-1%	-10%
Cc1cccc(OCc2nc(CC(=O)Nc3ccc(Cl)cc3)cs2)c1	-4%	-16%	.	4%	-3	.	.	.	.
Cc1ccnc(NC2CCCCC2)c1	6%	0%	-1%	2%	-4	-1%	2	-15%	1%
CCOCCCn1c(SC(C(=O)Nc2cc(C)ccc2C)c2ccccc2)nnc1-c1ccc(Cl)cc1 (stereo unspecified)	?	-7%	9%	0%	2	?	24	-71%[inhibitor]	21%
O=C(NC(=S)Nc1ccc(Cl)c(C(=O)O)c1)c1cccc(COc2ccccc2)c1	-7%	-24%	-30%	-6%	6	-22%	20	18%	4%
Cc1ccsc1C(=O)NC(C)c1ccccc1 (stereo unspecified)	26%	0%	1%	2%	-5	4%	-4	-20%	-16%
COc1ccc(OCc2nnc(SCC(=O)NNC(=O)c3ccc(C)cc3)n2C)cc1	?	13%	-1%	6%	-25	8%	18	-4%	-1%
Cc1c(CCC(=O)NCCCn2ccnc2)c(=O)oc2c(C)c3occ(C(C)(C)C)c3cc12	-6%	-5%	18µM*	-3%	4	?	-97*	?	21µM*
Cc1ccc(C(CC(=O)O)Nc2nc(N3CCCCC3)nc(N3CCCCC3)n2)cc1 (stereo unspecified)	-11%	-7%	-5%[9.24 µM]	-2%	-11	-1%	15	-4%	-8%
CCN(CC)CCSc1nc2ccc(OC)cc2[nH]1	-9%	4%	-4%	0%	-11	-4%	-12	-1%	-4%
COc1ccc(-n2c(=O)cc(N3CCN(c4ccccc4OC)CC3)[nH]c2=O)cc1	?	-14%	4%	?	5	17%	19	1%	2%
CCn1c(CCNC(=O)c2cccs2)n[nH]c1=S	-4%	-2%	-3%	20%	0	0%	11	1%	-70%[inhibitor]
O=C(CN1C(=O)CCSc2ccccc21)Nc1ccc2c(c1)OCO2	18µM*	2%	-26%	-7%	2	-2%	12	-2%	1%
O=C(Nc1ccn(Cc2ccc(F)cc2)n1)c1ccncc1	?	-6%	-1%	-26%	5	-5%	-15	2%	-4%
O=C(Nc1ccc2c(c1)OCCO2)C1c2ccccc2OCC(=O)N1Cc1ccco1 (stereo unspecified)	-21%	3%	0%	27%	-10	1%	0	.	.
Cc1n[nH]c(=O)n1-c1ccc(OC(F)(F)F)cc1	?	15%	11%	1%	0	10%	1	1%	3%
COC(=O)c1ccccc1NC(=S)N(C)C	?	14%	0%	5%	10	-18%	16	7%	-105%[inhibitor]
CCOC(=O)C1(CCCc2ccccc2)CCN(Cc2nccn2CC)CC1	?	13µM*	?	-1%	-10	?	-55*	?	?
CC(=O)N/C(=C\c1ccccc1)C(=O)OCC(=O)c1c(N)n(CC(C)C)c(=O)n(C)c1=O	13%	-5%	1%	-6%	-4	-2%	3	4%	-11%
CC(C)(C)C(=O)Nc1cc2c3c(c1)CC(=O)N3CCC2	-8%	-6%	1%	5%	-6	-1%	7	-4%	-3%
CC1CCC2C(C1)Nc1c(C(=O)O)cccc1C2(C)C (stereo unspecified)	0%	-7%	4%	-1%	-12	0%	-7	1%	3%
CCOc1cccc2sc(N(CCCN(C)C)C(=O)c3ccc(S(=O)(=O)N(C)CC4CCCO4)cc3)nc12 (stereo unspecified)	?	-7%	-26%	-3%	-6	-8%	i	1%	1%
O=S(=O)(c1ccccc1C(F)(F)F)N1CCC(n2cnc3ccccc32)CC1	9.2µM*	-12%	-5%	-2%	3	1%	-19	-2%	8%
CC(C)C(c1nnnn1Cc1ccccc1)N1CCN(Cc2ccc3c(c2)OCO3)CC1 (stereo unspecified)	?	23%	-9%	?	-9	-16%	?	-1%	10%
CCOC(=O)N1CCN(S(=O)(=O)c2ccc(C(=O)Nc3nnc(CC)o3)cc2)CC1	0%	-1%	-6%	-2%	4	-15%	12	22%	-5%
O=C1OC2(CCCCC2)OC(=O)C1=CNc1ccc2c(c1)OCO2	-21%	1%	11%	9%	-1	-14%	7	0%	0%
CCCC(=O)Nc1ccc2oc(-c3cncc(Br)c3)nc2c1	12%	7%	16%	7%	-1	4%	-8	3%	-3%
Cc1cc(/C=N/NS(=O)(=O)c2ccc(F)c(Cl)c2)no1	4%	12%	8%	-6%	11	11%	9	0%	4%
COc1ccc2cc(CCNS(=O)(=O)c3ccc(NC(C)=O)cc3)c(=O)[nH]c2c1	16%	-13%	11%	21%	11	3%	-1	5%	1%

Fetched one by one from the entries so far:
SMILES	KB-V1 MDR tox	HEK293 tox	HT1080 IDH1KD tx	KB-3-1 cytotox	DRD3 agonist	HT1080NT lethal	IL-1B inflam inh	MCF10A rereplic	SW480 rereplic
O=C(Nc1ccn(Cc2ccc(F)cc2)n1)c1ccncc1	?	-6%	-1%	-26%	5	-5%	-15	2%	-4%
COc1ccc(OCc2nnc(SCC(=O)NNC(=O)c3ccc(C)cc3)n2C)cc1	?	13%	-1%	6%	-25	8%	18	-4%	-1%

(listing goes on)
SMILES	KB-V1 MDR tox	HEK293 tox	HT1080 IDH1KD tx	KB-3-1 cytotox	DRD3 agonist	HT1080NT lethal	IL-1B inflam inh	MCF10A rereplic	SW480 rereplic
Cc1c(C(=O)N2CCCCCC2)c(S(=O)(=O)Nc2ccc(OC(F)(F)F)cc2)c(C)n1C	-15%	2%	.	-9%	8	.	.	.	.
CC(C)Cc1nnc(NC(=O)CCC(=O)NC2CCCCC2)s1	-5%	-20%	18%	11%	0	3%	-5	1%	6%
CCOC(=O)C1=C(C)Nc2ncnn2C1/C=C/c1ccccc1 (stereo unspecified)	10µM*	-3%	?	?	-7	?	51	63%	?
Cc1cccc(OCC(=O)N(Cc2nnc(-c3ccccc3Cl)o2)C2CC2)c1	-4%	-6%	-4%	-1%	-3	3%[9.24 µM]	-2	-2%	-28%
CC(=O)c1cnc2sccn2c1=O	7%	1%	2%	-11%	-1	0%	0	-46%[inhibitor]	-58%[inhibitor]
CCc1ccc(/C=N\n2cnnc2)cc1	?	0%	3%	2%	4	0%	28	0%	1%
Cc1csc(=O)n1CCC(=O)OCC(=O)NCc1ccc(Cl)cc1Cl	2%	-3%	4%	-1%	-3	0%	3	-4%	-1%
O=S(=O)(NCc1ccc2c(c1)OCO2)c1cccc(F)c1	-4%	3%	5%	10%	5	-5%	7	?	1%
COc1cccc2c1OCC(C(=O)OCc1cccnc1)=C2	0%	1%[7.66 µM]	6%	-1%	2	4%	-53*	12%	-2%
COc1ccc(N(CC(=O)NCCSCc2cccc(Cl)c2)S(C)(=O)=O)cc1	-3%	-15%	-10%	-5%	2	6%	3	9%	-4%
CCOc1ccc(CCN2C(=O)C(=O)N([C@@H](CC(C)C)CN3CCC[C@@H]3CN3C(=O)C(=O)NC[C@@H]3CC(C)C)C[C@@H]2Cc2ccccc2)cc1	14%	-6%	?	0%	-3	?	0	.	.
CN(c1ccc2nc3ccccc3c(=O)n2n1)C1CCCCC1	-5%	-8%	?	-19%	1	?	-4	-3%	-2%
COc1ccc(CCNC(=O)Cn2cccc2C(=O)c2ccccc2)c(OC)c1	-27%	0%	-5%	0%	1	0%	0	0%	-5%
CCc1ccc(CNC(=O)CN2C(=O)c3cccnc3Oc3ccc(Cl)cc32)cc1	-4%	-2%	.	-6%	7	.	.	.	.
Cc1cccc(N=Nc2cn[nH]c2-c2ccco2)c1	-10%	-1%	0%	-2%	0	-2%	-2	-5%	-5%
Cc1c(N=O)c(-c2ccccc2)n(O)[n+]1[O-]	11%	-11%	3%	3%	0	6%	0	.	.
